MEP2-GFP yeast: alters MEP2-GFP fluorescence in TOR pathway yeast screen | 0.51% of 330,000 active | S. cerevisiae MEP2-GFP strain, flow cytometry GFP, 3 h; 100% = DMSO control level | GFP response vs DMSO, % at 10 µM | AID 2016;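 active = GFP response versus DMSO above a set limit, roughly screen mean plus 3 SD, cut at about 180% in these data; inconclusive = fewer than 70 cells counted for a yeast strain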;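 also: median GFP fluorescence of the barcode-gated MEP2-GFP cells per well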
RPL19A-GFP yeast: alters RPL19A-GFP fluorescence in TOR pathway yeast screen; S. cerevisiae RPL19A-GFP strain, flow cytometry, 3 h; active compounds read low; percent response vs DMSO, % at 10 µM; 0.3% of 330,000 active;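 active = percent response vs DMSO below 50%; inconclusive = fewer than 70 events counted for the yeast strain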;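 also: median channel GFP fluorescence of the barcoded RPL19A-GFP strain; ratio of sample median GFP to plate DMSO average so 100% = DMSO; lower means less RPL19A-GFP as with rapamycin TOR inhibition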
proCasp3 act: procaspase-3 (human) activation. recombinant procaspase-3 D3A, Ac-DEVD-pNA absorbance 405 nm. AID 463141. 0.11% of 330,000 active. activation, % at 8.5 µM;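 active = activation above the mean of all tested compounds plus 3 SD, cut at about 21% in these data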;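 also: 0% = DMSO alone and 100% = DMSO wells spiked with extra 5 µM PC-3 D3A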
Target sequence (P42574 whole entry D9A/D28A/D175A): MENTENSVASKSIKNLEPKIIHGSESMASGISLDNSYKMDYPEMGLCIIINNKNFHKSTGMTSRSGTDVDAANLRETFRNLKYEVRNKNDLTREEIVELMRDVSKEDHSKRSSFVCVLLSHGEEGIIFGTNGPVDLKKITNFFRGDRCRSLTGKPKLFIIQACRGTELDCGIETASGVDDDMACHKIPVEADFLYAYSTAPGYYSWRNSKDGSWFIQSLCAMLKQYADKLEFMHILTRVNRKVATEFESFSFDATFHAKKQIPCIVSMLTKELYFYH
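assay system = Procaspase-3 D3A mutant | signal = absorbance at 405 nm, 0 and 120 min | times = 1 h preincubation plus 2 h reaction at 25 °C | repeats = single replicate | read-out = % activation between DMSO and enzyme-spiked controls | medium = Zinc-free HEPES saline buffer with Triton X-100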
LAP4-GFP MLPCN: alters LAP4-GFP fluorescence in TOR pathway yeast screen; S. cerevisiae LAP4-GFP multiplex, flow cytometry GFP, 3 h; median GFP as percent of DMSO wells; GFP response vs DMSO, % at 10 µM; 0.34% of 320,000 active; AID 2023;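 active = GFP response vs DMSO above a set limit, about the screen mean plus 3 SD, cut at about 150% in these data; inconclusive = under 70 cell events counted for the yeast strain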
proCasp7 act: counter-screen for procaspase-3 activators: activators of human procaspase-7. recombinant procaspase-7, Ac-DEVD-pNA absorbance 405 nm; D23A/D198A/D206A triple mutant, cannot self-cleave; scale: DMSO 0, 5 µM enzyme 100. P55210. activation, % at 8.5 µM. 0.093% of 330,000 active;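 active = percent activation above the screen-wide mean plus 3 SD, cut at about 25% in these data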
Target sequence (P55210 whole entry D23A/D198A/D206A): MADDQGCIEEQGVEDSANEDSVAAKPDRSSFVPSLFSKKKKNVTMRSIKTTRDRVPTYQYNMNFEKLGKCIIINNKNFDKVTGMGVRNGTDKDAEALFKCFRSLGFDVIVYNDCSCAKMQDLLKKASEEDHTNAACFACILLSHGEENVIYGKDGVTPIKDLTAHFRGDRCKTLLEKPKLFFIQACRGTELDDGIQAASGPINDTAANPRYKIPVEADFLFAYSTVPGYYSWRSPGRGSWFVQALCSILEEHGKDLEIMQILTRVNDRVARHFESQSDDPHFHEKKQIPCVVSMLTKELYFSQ
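System: Uncleavable procaspase-7 mutant enzyme; Amount: 2 µM procaspase-7 mutant as dispensed; Schedule: 1 h compound preincubation, 2 h substrate cleavage, 25 °C; Measured by: 405 nm absorbance of p-nitroaniline; Evaluation: percent activation from buffer-corrected 0–120 min absorbance change; Control set: low DMSO alone, high DMSO plus 5 µM PC-7.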
AHR activator: activates the human aryl hydrocarbon receptor. AID 2796. P35869. activation, % at 5 µM. 2.5% of 320,000 active. AHR-responsive luciferase reporter cells, luminescence; in the data active = activation above about 47%;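 also: 0% = vehicle wells and 100% = reference agonist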
AGP1-GFP MLPCN: modulators of TOR pathway AGP1-GFP in S. cerevisiae | S. cerevisiae AGP1-GFP multiplex flow cytometry, 3 h; GFP as percent of DMSO wells | GFP response vs DMSO, % at 10 µM | 0.02% of 320,000 active;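 active = GFP response relative to DMSO above a set limit, near screen average plus 3 SD, cut at about 150% in these data; inconclusive = fewer than 70 cells counted for the yeast strain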;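 also: median GFP channel fluorescence of the gated AGP1 strain per well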
CIT2-GFP yeast: yeast TOR pathway CIT2-GFP modulation. S. cerevisiae CIT2-GFP strain, flow cytometry, 3 h; 100 means same as DMSO wells. GFP response vs DMSO, % at 10 µM. 0.065% of 320,000 active. AID 2029;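 active = GFP response relative to DMSO above a set limit, near the screen mean plus 3 SD, cut at about 150% in these data; inconclusive = Fewer than 70 cells measured for a yeast strain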;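 also: ratio of well median GFP fluorescence to mean of DMSO wells on the plate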
An asterisk follows results filed as active; [ ] = dose if it differs, or a comment.

O=C(OCCNc1ccc(C(F)(F)F)cc1[N+](=O)[O-])c1cc2ccccc2oc1=O was read as MEP2-GFP yeast 107, RPL19A-GFP yeast 104, proCasp3 act 3, LAP4-GFP MLPCN 109, proCasp7 act 7, AHR activator 2, AGP1-GFP MLPCN 105 and CIT2-GFP yeast 108.
Screening CCc1nnc(SCC(=O)Nc2ccccc2)nc1CC returned MEP2-GFP yeast 101, RPL19A-GFP yeast 99, proCasp3 act 1, LAP4-GFP MLPCN 99, proCasp7 act 3, AHR activator -2, AGP1-GFP MLPCN 101 and CIT2-GFP yeast 107.
Cc1ccc(NC(=O)N2CCCN(C(=O)OC(C)(C)C)CC2)cc1Cl was read as MEP2-GFP yeast 109, RPL19A-GFP yeast 106, proCasp3 act 6, LAP4-GFP MLPCN 103, proCasp7 act 4, AHR activator 0, AGP1-GFP MLPCN 100 and CIT2-GFP yeast 96.
`CC(C)/C=N/NC(=O)c1cc(Br)ccc1O` gave MEP2-GFP yeast 99, RPL19A-GFP yeast 106, proCasp3 act 6, LAP4-GFP MLPCN 93, proCasp7 act -2, AHR activator 46, AGP1-GFP MLPCN 108 and CIT2-GFP yeast 105.
Screening COc1ccc(C2NC(=S)NC3=C2CCc2ccccc23)cc1OC (stereo unspecified) returned MEP2-GFP yeast 99, RPL19A-GFP yeast 99, proCasp3 act -8, LAP4-GFP MLPCN 100, proCasp7 act -37, AHR activator 5, AGP1-GFP MLPCN 96 and CIT2-GFP yeast 103.
Screening COc1ccc(OC)c(NC(=O)Cn2c(=O)n(CC3CCCO3)c(=O)c3cc(OC)c(OC)cc32)c1 (stereo unspecified) returned MEP2-GFP yeast 95, RPL19A-GFP yeast 98, proCasp3 act 1, LAP4-GFP MLPCN 99, proCasp7 act 2, AHR activator 1, AGP1-GFP MLPCN 98 and CIT2-GFP yeast 98.
`Cc1onc(-c2c(F)cccc2Cl)c1C(=O)Nc1cccc2nsnc12` gave MEP2-GFP yeast 97, RPL19A-GFP yeast 96, proCasp3 act -6, LAP4-GFP MLPCN 108, proCasp7 act -4, AHR activator -2, AGP1-GFP MLPCN 94 and CIT2-GFP yeast 95.
For CCCCn1nc2cc(C(=O)NC3CCCc4ccccc43)ccc2c1OCC (stereo unspecified) the results were MEP2-GFP yeast 90, RPL19A-GFP yeast 99, proCasp3 act 13, LAP4-GFP MLPCN 111, proCasp7 act 1, AHR activator 7, AGP1-GFP MLPCN 91 and CIT2-GFP yeast 90.
`Cc1ccc(S(=O)(=O)NCC(C)NC(=O)CN2CCOCC2)cc1` (stereo unspecified) gave MEP2-GFP yeast 95, RPL19A-GFP yeast 95, proCasp3 act -1, LAP4-GFP MLPCN 82, proCasp7 act -14, AHR activator 0, AGP1-GFP MLPCN 87 and CIT2-GFP yeast 100.
COc1ccccc1C(=O)C1CCCN(C(=O)c2cccc(-n3cccn3)c2)C1 (stereo unspecified) was read as MEP2-GFP yeast 101, RPL19A-GFP yeast 97, proCasp3 act 6, LAP4-GFP MLPCN 99, proCasp7 act 0, AHR activator 7, AGP1-GFP MLPCN 99 and CIT2-GFP yeast 107.
`O=C(CCl)NNC(=O)c1c(O)c2ccccc2[nH]c1=O` gave MEP2-GFP yeast inconclusive, RPL19A-GFP yeast 86[may fluoresce violet], proCasp3 act 0, LAP4-GFP MLPCN inconclusive, proCasp7 act 1, AHR activator 14, AGP1-GFP MLPCN inconclusive and CIT2-GFP yeast inconclusive.
CC(=O)N1CCC(N(CCN2CCOCC2)C(=S)Nc2ccc(C)cc2C)CC1 was read as MEP2-GFP yeast 99, RPL19A-GFP yeast 100, proCasp3 act 0, LAP4-GFP MLPCN 102, proCasp7 act -4, AHR activator 0, AGP1-GFP MLPCN 105 and CIT2-GFP yeast 101.
`CCS(=O)(=O)N1CCC(C(=O)Oc2ccccc2Cl)CC1` gave MEP2-GFP yeast 106, RPL19A-GFP yeast 109, proCasp3 act -5, LAP4-GFP MLPCN 104, proCasp7 act 0, AHR activator 1, AGP1-GFP MLPCN 102 and CIT2-GFP yeast 107.
`CCN(c1ccccc1)S(=O)(=O)c1ccc(C(=O)N(C)CCc2ccc(OC)c(OC)c2)cc1` gave MEP2-GFP yeast 102, RPL19A-GFP yeast 99, proCasp3 act 2, LAP4-GFP MLPCN 92, proCasp7 act -2, AHR activator 3, AGP1-GFP MLPCN 99 and CIT2-GFP yeast 101.
CCN1CC(CN(C)Cc2nc(-c3ccc(C(F)(F)F)cc3)oc2C)CC1=O (stereo unspecified) was read as MEP2-GFP yeast 102, RPL19A-GFP yeast 102, proCasp3 act 0, LAP4-GFP MLPCN 105, proCasp7 act 3, AHR activator 116*, AGP1-GFP MLPCN 96 and CIT2-GFP yeast 101.
`COc1ccccc1N(C)S(=O)(=O)c1ccc(C(=O)O)cc1` gave MEP2-GFP yeast 101, RPL19A-GFP yeast 95, proCasp3 act -1, LAP4-GFP MLPCN 102, proCasp7 act 4, AHR activator 2, AGP1-GFP MLPCN 103 and CIT2-GFP yeast 98.
`COCC1CCCCN1Cc1cn[nH]c1-c1ccc2cc(OC)ccc2c1` (stereo unspecified) gave MEP2-GFP yeast 88, RPL19A-GFP yeast 90, proCasp3 act 10, LAP4-GFP MLPCN 86, proCasp7 act -7, AHR activator 10, AGP1-GFP MLPCN 96 and CIT2-GFP yeast 96.
Screening COc1ccc(C2c3sc(=O)[nH]c3SCC2C(N)=O)cc1 (stereo unspecified) returned MEP2-GFP yeast 104, RPL19A-GFP yeast 102, proCasp3 act 1, LAP4-GFP MLPCN 107, proCasp7 act -9, AHR activator 1, AGP1-GFP MLPCN 107 and CIT2-GFP yeast 98.
COC(=O)C1=C(C)N(c2cc(C)cc(C)c2)/C(=C/c2ccc(O)cc2)C1=O was read as MEP2-GFP yeast 102, RPL19A-GFP yeast 107, proCasp3 act -2, LAP4-GFP MLPCN 92, proCasp7 act 5, AHR activator 0, AGP1-GFP MLPCN 100 and CIT2-GFP yeast 102.
Screening Cc1cccc(C(=O)NC2CCN(C(=O)N3CCOCC3)CC2)c1 returned MEP2-GFP yeast 102, RPL19A-GFP yeast 104, proCasp3 act 10, LAP4-GFP MLPCN 107, proCasp7 act -2, AHR activator 2, AGP1-GFP MLPCN 106 and CIT2-GFP yeast 101.
COc1ccc(-c2c(-c3ccccc3OC)sc3ccccc23)cc1OC was read as MEP2-GFP yeast 90, RPL19A-GFP yeast 93, proCasp3 act 3, LAP4-GFP MLPCN 121, proCasp7 act 16, AHR activator 7, AGP1-GFP MLPCN 81 and CIT2-GFP yeast 85.
`CN(Cc1nccn1C)C(=O)c1ccc(OC2CCN(CCc3ccccc3)CC2)cc1` gave MEP2-GFP yeast 97, RPL19A-GFP yeast 107, proCasp3 act -10, LAP4-GFP MLPCN 94, proCasp7 act 10, AHR activator -4, AGP1-GFP MLPCN 107 and CIT2-GFP yeast 103.
Clc1ccc(-n2nnnc2-c2cnc(-c3ccccn3)nc2-c2cccs2)cc1 was read as MEP2-GFP yeast 114, RPL19A-GFP yeast 103, proCasp3 act 6, LAP4-GFP MLPCN 99, proCasp7 act 4, AHR activator -4, AGP1-GFP MLPCN 107 and CIT2-GFP yeast 107.
Screening O=C(CCCC(=O)N(CC(=O)NC1CCCC1)c1ccc(F)c(Cl)c1)Nc1ccccn1 returned MEP2-GFP yeast 104, RPL19A-GFP yeast 100, proCasp3 act 9, LAP4-GFP MLPCN 91, proCasp7 act 2, AHR activator 0, AGP1-GFP MLPCN 95 and CIT2-GFP yeast 96.
CCc1ccc(C(=O)N/N=C/c2cccc3ccccc23)nc1 was read as MEP2-GFP yeast 108, RPL19A-GFP yeast 101, proCasp3 act -2, LAP4-GFP MLPCN 105, proCasp7 act -11, AHR activator 38, AGP1-GFP MLPCN 104 and CIT2-GFP yeast 99.
For Nn1cnc2c([nH]c3ccccc32)c1=O the results were MEP2-GFP yeast 105, RPL19A-GFP yeast 104, proCasp3 act 5, LAP4-GFP MLPCN 100, proCasp7 act -2, AHR activator 19, AGP1-GFP MLPCN 104 and CIT2-GFP yeast 100.
Screening COc1ccc(/C=C2\CCCC3C2=NC(=S)NC3c2ccc(OC)cc2)cc1 (stereo unspecified) returned MEP2-GFP yeast 108, RPL19A-GFP yeast 103, proCasp3 act -2, LAP4-GFP MLPCN 100, proCasp7 act -8, AHR activator 6, AGP1-GFP MLPCN 101 and CIT2-GFP yeast 102.
For Cc1ccc(OC(C)C)c(CN(CCO)CCO)c1 the results were MEP2-GFP yeast 104, proCasp3 act -2, LAP4-GFP MLPCN 101, proCasp7 act 7, AHR activator 5, AGP1-GFP MLPCN 103 and CIT2-GFP yeast 100.
For O=C(CSc1nnnn1-c1ccc(O)cc1)Nc1ccc(N2CCOCC2)c(Cl)c1 the results were MEP2-GFP yeast 100, proCasp3 act -3, LAP4-GFP MLPCN 97, proCasp7 act 1, AHR activator 16, AGP1-GFP MLPCN 99 and CIT2-GFP yeast 105.
`CC(=O)Nc1ccc(S(=O)(=O)Nc2nc3n(n2)C(c2ccccc2)CC(=O)N3)cc1` (stereo unspecified) gave MEP2-GFP yeast 91, RPL19A-GFP yeast 91, proCasp3 act 8, LAP4-GFP MLPCN 90, proCasp7 act 10, AHR activator -1, AGP1-GFP MLPCN 88 and CIT2-GFP yeast 88.
Screening CCOc1ccc(C(=O)N2CCSC2=S)cc1 returned MEP2-GFP yeast 104, RPL19A-GFP yeast 102, proCasp3 act 1, LAP4-GFP MLPCN 95, proCasp7 act 7, AHR activator -1, AGP1-GFP MLPCN 89 and CIT2-GFP yeast 75.
For COc1cccc(-c2nnc3sc(-c4ccc(C)cc4)nn23)c1 the results were MEP2-GFP yeast 104, RPL19A-GFP yeast 100, proCasp3 act 3, LAP4-GFP MLPCN 107, proCasp7 act -1, AHR activator 1, AGP1-GFP MLPCN 96 and CIT2-GFP yeast 87.
`COc1ccc(C(=O)N2N=C(c3ccc(NS(C)(=O)=O)cc3)CC2c2cccs2)cc1` (stereo unspecified) gave MEP2-GFP yeast 107, RPL19A-GFP yeast 104, proCasp3 act 0, LAP4-GFP MLPCN 94, proCasp7 act 8, AHR activator 1, AGP1-GFP MLPCN 97 and CIT2-GFP yeast 103.
`CCC(Sc1nc(N)c(NC(=O)c2ccco2)c(=O)[nH]1)C(=O)O` (stereo unspecified) gave MEP2-GFP yeast 99, RPL19A-GFP yeast 100, proCasp3 act 1, LAP4-GFP MLPCN 83, proCasp7 act -2, AHR activator -3, AGP1-GFP MLPCN 80 and CIT2-GFP yeast 95.
`O=C(NN1C(=O)/C(=C\c2cccnc2)SC1=S)c1ccco1` gave MEP2-GFP yeast 90, RPL19A-GFP yeast 97, proCasp3 act -22, LAP4-GFP MLPCN 98, proCasp7 act -14, AHR activator 5, AGP1-GFP MLPCN 96 and CIT2-GFP yeast 91.

Random excerpt: two entries already listed
`CCC(Sc1nc(N)c(NC(=O)c2ccco2)c(=O)[nH]1)C(=O)O` (stereo unspecified) gave MEP2-GFP yeast 99, RPL19A-GFP yeast 100, proCasp3 act 1, LAP4-GFP MLPCN 83, proCasp7 act -2, AHR activator -3, AGP1-GFP MLPCN 80 and CIT2-GFP yeast 95.
For COc1cccc(-c2nnc3sc(-c4ccc(C)cc4)nn23)c1 the results were MEP2-GFP yeast 104, RPL19A-GFP yeast 100, proCasp3 act 3, LAP4-GFP MLPCN 107, proCasp7 act -1, AHR activator 1, AGP1-GFP MLPCN 96 and CIT2-GFP yeast 87.

Screens as filed in PubChem BioAssay.
